From PubChem
DAX1 inh-1 – DAX1 (NR0B1) inhibitors, primary screen, cell-based, HEK293, Gal4-DAX1, luciferase luminescence; AID 504766, 2011; inhibition, % at 6.75 µM; hit rate 0.99% among 340,000; Nuclear receptor subfamily 0 group B member 1 (Homo sapiens), P51843; HEK293 Gal4-DAX1 luciferase reporter;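 active = inhibition above the mean over all tested compounds plus 3 SD, cut at about 4.2% in these data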;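 also: 0% = DAX1-transfected cells with DMSO and 100% = empty-vector control cells with DMSO; inhibition shows as a rise in luminescence from relieved DAX1 repression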
Target sequence (P51843 207-470 limits assumed): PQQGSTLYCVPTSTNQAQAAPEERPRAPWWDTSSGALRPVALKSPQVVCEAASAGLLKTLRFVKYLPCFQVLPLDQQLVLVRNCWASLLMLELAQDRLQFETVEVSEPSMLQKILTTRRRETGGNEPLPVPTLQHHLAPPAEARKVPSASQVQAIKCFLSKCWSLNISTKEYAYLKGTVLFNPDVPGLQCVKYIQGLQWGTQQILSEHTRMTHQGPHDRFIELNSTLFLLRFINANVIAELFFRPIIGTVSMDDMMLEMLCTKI
PLCb3 inh – human PLC-beta3 inhibitors, primary screen, biochemical, fluorescence | Purified PLC-beta3, fluorogenic substrate | 1-phosphatidylinositol 4,5-bisphosphate phosphodiesterase beta-3 (Homo sapiens), Q01970 | AID 720704, 2013 | inhibition, % at 12.2 µM | hit rate 0.18% among 370,000; in the data active = inhibition above about 11%;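 also: 0% = median of compound wells on plate and 100% = full blocker control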
SMARCA2 activ – SMARCA2 (BRM) function activators, primary screen, cell-based, luminescence, high throughput | activation, % at 9.1 µM | hit rate 1% among 370,000 | MG213 cells, MMTV-luciferase reporter, dexamethasone, overnight; in the data active = activation above about 7.8%;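 also: 0% = vehicle wells and 100% = reference activator wells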
hgDAF12 agonist – H. glycines DAF-12 receptor agonists, primary screen, cell-based, luminescence, HEK293, GAL4 fusion, UAS-luciferase. Nuclear hormone receptor DAF-12 (Heterodera glycines), GAL4 fusion. HEK293 GAL4-hgDAF12 UAS-luciferase reporter, agonist luminescence; normalized to butyrate control. activation, % at 6.8 µM. hit rate 1.8% among 370,000;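 active = activation above a cutoff set at the mean of all screened compounds plus 3 SD, cut at about 10% in these data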;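 also: 0% = DMSO wells and 100% = sodium butyrate wells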
ssDAF12 agonist – S. stercoralis DAF-12 nuclear receptor activators, primary screen, cell-based, luminescence, HEK293, GRIP1 co-expression, lit1-tk-luc; Nuclear hormone receptor DAF-12 (Strongyloides stercoralis); HEK293 ssDAF-12/GRIP1 lit1-tk-luc reporter; % of 3 µM dafachronic acid response; activation, % at 6.8 µM; hit rate 1% among 370,000; AID 652126, 2013;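 active = activation above the mean over all tested compounds plus 3 SD, cut at about 0.9% in these data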;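 also: 0% = DMSO-only wells and 100% = 3 µM delta7-dafachronic acid wells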
PG9 Ab binder – binders of HIV-1 gp120 antibody PG9, primary screen, biochemical, TR-FRET. HIV-1 gp120 / PG9 antibody interaction. TR-FRET gp120-PG9 antibody binding. inhibition, % at 6.7 µM. hit rate 0.43% among 360,000. AID 624416, 2012; in the data active = inhibition above about 8.5%
HGIII-sPLA2 inh – human group III sPLA2 inhibitors, primary screen, biochemical, QFRET, BODIPY PC-A2 liposome substrate; Group 3 secretory phospholipase A2 (Homo sapiens), Q9NZ20; QFRET BODIPY PC-A2 liposome hydrolysis, fluorescence; inhibition, % at 12.2 µM; hit rate 0.56% among 370,000; AID 743126, 2013;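 active = inhibition above mean plus 3 SD of compounds lying within the high and low control bounds, cut at about 19% in these data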;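 also: 0% = median of test compound wells and 100% = no enzyme DMSO wells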
Target sequence (Q9NZ20 whole entry, looked up): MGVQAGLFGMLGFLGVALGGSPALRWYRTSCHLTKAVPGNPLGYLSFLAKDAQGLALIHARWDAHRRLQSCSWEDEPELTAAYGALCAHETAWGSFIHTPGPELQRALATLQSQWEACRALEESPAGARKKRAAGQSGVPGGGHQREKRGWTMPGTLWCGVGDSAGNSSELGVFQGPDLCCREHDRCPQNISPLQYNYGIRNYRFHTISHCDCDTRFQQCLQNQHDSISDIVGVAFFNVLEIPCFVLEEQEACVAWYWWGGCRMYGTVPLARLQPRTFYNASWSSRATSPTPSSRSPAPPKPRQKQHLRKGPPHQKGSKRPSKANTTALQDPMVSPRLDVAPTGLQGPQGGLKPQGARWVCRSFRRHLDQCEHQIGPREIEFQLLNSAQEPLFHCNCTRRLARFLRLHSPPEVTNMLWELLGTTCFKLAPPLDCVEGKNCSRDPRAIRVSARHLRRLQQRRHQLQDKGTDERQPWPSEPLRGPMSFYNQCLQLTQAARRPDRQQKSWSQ
GAA850 FXN act – FXN promoter activators, primary screen, cell-based, luciferase luminescence, HEK293 lucGAA850. hit rate 0.56% among 360,000. activation, % at 6 µM. HEK293 lucGAA850 FXN promoter luciferase reporter, 24 h; percent of 10 µM SAHA response;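 active = activation above the average of all compounds screened plus 3 SD, cutoff fixed separately per campaign, cut at about 7.5% in these data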;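 also: 0% = DMSO wells and 100% = 10 µM SAHA wells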
DAX1 inh-2 – DAX1 (NR0B1) inhibitors on StAR promoter, primary screen, cell-based, luminescence, SF-1 (NR5A1), full-length DAX-1 | hit rate 1.1% among 370,000 | inhibition, % at 6.8 µM | HEK293T StAR-luciferase reporter, SF-1/DAX-1 repression relief | AID 652010, 2013;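 active = inhibition above the mean over all tested compounds plus 3 SD, cut at about 3.6% in these data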;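 also: 0% = DAX-1 cells with DMSO and 100% = cells lacking DAX-1 with DMSO; higher inhibition means more luminescence from relief of DAX-1 repression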
NR1D1 modulator – modulators of Rev-erb alpha DNA binding, primary screen, biochemical, FITC-DNA, fluorescence polarization, uHTS | Nuclear receptor subfamily 1 group D member 1 (Homo sapiens), P20393 | Rev-erbα–FITC-DNA binding, 90 min | activity, % at 10 µM | hit rate 0.79% among 370,000 | AID 1259318, 2017;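 active = activity above about 14%, limit read from the data; passing the limit was not always enough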;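 also: 0% = DMSO wells with 35 nM protein and 100% = DMSO wells with 750 nM protein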
hcDAF12 agonist – H. contortus DAF-12 nuclear receptor activators, primary screen, cell-based, luminescence, HEK293, lit1-tk-luc reporter | HEK293 hcDAF-12 lit1-tk-luc reporter; 0% DMSO, 100% Δ7-dafachronic acid | AID 652067, 2013 | activation, % at 6.8 µM | hit rate 1.4% among 370,000;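 active = activation above the mean of all tested compounds plus 3 SD, cut at about 5.5% in these data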;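 also: 100% = response to 3 µM Δ7-dafachronic acid high control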
* marks the source's active call; other numbers are inactive results; · = not tested or not shown.

SMILES	DAX1 inh-1	PLCb3 inh	SMARCA2 activ	hgDAF12 agonist	ssDAF12 agonist	PG9 Ab binder	HGIII-sPLA2 inh	GAA850 FXN act	DAX1 inh-2	NR1D1 modulator	hcDAF12 agonist
C[C@H]1[C@@H](OC(=O)Nc2ccc(Br)cc2)CC[C@@]23CCCN2C(=O)CCC[C@@H]13	·	1	·	-1.6	-1.6	·	-5	·	·	-4	-2.4
CCCOc1ccc(C(=O)c2nc3c(n2O)CCCCC3)cc1	0.2	-4	-4	-0.7	-1.4	1.5	-15	-0.5	-0.2	-2	0.1
CC(=O)N1CCN(S(=O)(=O)c2cccc(C(=O)OCC(=O)N(CCC#N)c3ccc(F)cc3)c2)CC1	-0.4	-7	-3	0.1	-2.2	2.0	7	1.0	-0.6	-2	-0.4
CCOc1ccc(S(=O)(=O)NNS(=O)(=O)c2ccc(C)cc2C)cc1	2.1	-7	-2	-0.8	-1.0	-1.0	-2	0.2	-0.2	2	-1.0
Cc1ccc(NS(=O)(=O)c2ccc(NC(=O)C3CC3)cc2)cc1C	-0.3	-10	-2	-0.8	-1.6	-0.5	-15	-1.6	-3.2	8	-2.3
O=C(COC(=O)C1CC(O)CN1S(=O)(=O)c1ccc(Cl)cc1)c1ccccc1 (stereo not drawn)	-0.7	-1	-3	0.4	-0.8	-0.8	-2	1.4	0.4	-2	-1.7
COc1ccc(N2CCN(CC(O)COc3ccc4c(c3)CCC4)CC2)cc1 (stereo not drawn)	-0.5	0	-4	-3.8	-1.5	0.1	-3	2.0	-1.2	-4	-1.5
Cc1ccc(N(CC(=O)NC(C)(C)C)C(=O)CNC(=O)c2cccs2)cc1	-0.7	3	-2	-2.9	-1.2	-2.5	-5	-0.6	-0.2	0	-2.0
CC(Oc1ccc(-c2nnco2)cc1)C(=O)N1CCOCC1 (stereo not drawn)	0.6	-5	0	0.1	-0.2	-0.5	7	-1.1	0.2	-4	0.7
CCOC(=O)Cn1c(=N)n(CCOc2cccc(C)c2)c2ccccc21	0.6	4	4	10	-0.3	-0.7	5	0.2	-0.7	0	-0.2
CN=C1S/C(=C\c2ccc(N3CCOCC3)cc2C)C(=O)N1C	-0.2	-26	-6	-6.5	-2.1	-4.3	-1	3.8	-1.3	5	-2.4
Cc1ccc(NC(=O)C2CC3CCC2C3)cc1 (stereo not drawn)	·	-1	·	7.3	-0.1	·	13	·	·	0	-0.6
Cc1ccc(-c2cc(-c3ccccc3[N+](=O)[O-])[nH]n2)c(O)c1	5.3*	-2	-1	14*	2.3*	0.5	-25	1.6	3.4	6	9.9*
CCN(CC(=O)NCc1ccc(F)cc1)C(=O)C1CC1C (stereo not drawn)	0.7	-4	-4	1.4	-0.6	2.5	3	0.6	-0.3	1	-1.9
COC(=O)c1sc(-c2ccc(Cl)cc2)cc1NC(=O)c1ccccc1C(=O)O	3.4	-55	1	1.9	-1.1	4.5	0	2.6	0.5	-23	0.3
Cc1cccc(N2CCN(CC(=O)Nc3ccccc3[N+](=O)[O-])CC2)c1C	1.0	-1	0	1.1	0.1	0.3	3	1.0	0.5	2	2.1
O=C(O)c1ccc(NC(=S)NCc2ccccc2)cc1	0.0	-1	2	0.7	-1.0	0.9	3	1.8	0.3	1	-1.3
N#C/C(=C\c1cn(CC(=O)N2CCCC2)c2ccccc12)C(=O)NCc1ccc2c(c1)OCO2	-1.0	-7	0	-0.4	-1.3	-0.3	-14	1.2	0.0	1	-1.6
NC(=O)c1ccc(NC(=O)c2ccc3c(c2)CCN3S(=O)(=O)c2ccccc2)cc1	0.6	-3	-3	-1.5	-1.6	0.5	-1	4.5	0.0	-7	-2.6
CCOC(=O)[C@@H]1[C@H]2COc3ccccc3[C@@H]2N2C(=O)N(c3ccc(Br)cc3)C(=O)[C@@]12C	·	0	0	-1.2	0.1	-1.7	-1	·	-0.4	2	-1.3
O=C(C1CC1c1ccccc1)N1CCN(c2cccc(Cl)c2)CC1 (stereo not drawn)	0.1	3	2	0.3	-0.9	2.3	-2	-0.6	1.3	3	-1.9
Cc1cnc(C(=O)Nc2ccc(N3CCN(C(=O)OC(C)(C)C)CC3)cc2)cn1	0.8	3	-2	0.4	-1.2	-0.8	2	-1.4	-0.8	-6	-1.2
Nc1ncnc2c1ncn2C1OC(CO)CC1O (stereo not drawn)	·	3	-1	-1.3	-1.1	-0.5	9	·	-1.0	1	-1.7
COC(=O)/C=C/c1oc2ccccc2c1C	-0.6	2	-1	1.7	-0.7	-0.9	0	2.8	-0.5	-1	-0.2
COC(=O)Nc1cc(C)n(-c2ccccc2)n1	-1.0	-7	-4	0.4	-0.6	-0.6	17	1.8	-0.1	1	-0.2

The list continues:
SMILES	DAX1 inh-1	PLCb3 inh	SMARCA2 activ	hgDAF12 agonist	ssDAF12 agonist	PG9 Ab binder	HGIII-sPLA2 inh	GAA850 FXN act	DAX1 inh-2	NR1D1 modulator	hcDAF12 agonist
CSC1=NCCN1C(=O)c1c(F)cccc1Cl	-0.8	-17	-4	0.0	-1.3	-1.2	-1	2.9	0.3	-1	0.7
CCN(CC)S(=O)(=O)c1ccc(-c2nnc(SCC(=O)Nc3ccc4c(c3)OCO4)o2)cc1	-0.8	1	0	1.1	-0.6	-0.6	-10	0.6	-0.9	1	-1.8
Cc1cc(C(=O)CN2C(=O)C(=O)N(CCC3=CCCCC3)C2=O)c(C)n1C	0.2	-12	-1	-0.4	-1.0	0.1	6	0.1	0.4	1	1.1
O=C(Nc1cc(S(=O)(=O)N2CCOCC2)ccc1N1CCCC1)c1ccccc1C(F)(F)F	·	-3	-2	0.2	-0.7	-0.3	0	·	0.8	-7	0.5
O=c1c2c(-c3ccc(Cl)cc3)csc2ncn1/N=C/c1cccc([N+](=O)[O-])c1O	-0.6	2	-2	3.0	-1.7	-0.7	-4	1.4	-0.1	-1	-2.2
O=C(c1coc(=O)c2ccccc12)N1CCN(Cc2ccccc2)CC1	0.7	-29	-3	-0.9	-0.5	1.1	2	-0.3	-0.2	2	-1.6
COc1ccc(C(=O)C2CCCN(C3Cc4ccccc4C3)C2)cc1OC (stereo not drawn)	1.0	0	-3	1.4	-1.1	-1.1	-6	0.1	2.1	-2	1.5
O=C(NC(=S)N1CCCc2ccccc21)c1ccco1	3.0	-11	1	6.5	-0.3	2.5	5	-0.5	-0.1	-2	5.1
CC(C)OCCCn1c(SC(C)C(=O)NC2CC2)nc2ccccc2c1=O (stereo not drawn)	2.9	0	1	-2.9	-1.0	1.1	-4	2.3	1.6	2	-0.8
CCOC(=O)C1=CN(Cc2ccco2)S(=O)(=O)N(C)C1c1ccc(F)c(Cl)c1 (stereo not drawn)	-0.8	2	-1	1.2	-0.7	-1.0	-14	-2.9	0.7	-3	1.7
C/C(=N\NC(=O)c1ccc(O)cc1)c1ccc(NC(=O)Cc2ccccc2)cc1	1.8	-9	4	12*	-0.3	-0.3	-8	4.4	5.5*	5	2.2
Cc1nonc1C1CCCN1Cc1cn[nH]c1-c1ccc2c(c1)OCO2 (stereo not drawn)	-0.4	-8	-3	2.2	-1.9	0.4	1	1.0	-0.3	-1	-1.5
Cc1cccc(NC(=O)CSc2nnnn2C2CCCC2)c1	-0.4	-3	2	2.1	-1.2	-1.6	-2	-0.2	0.5	-1	-1.1
O=C(c1cn(-c2ccccc2)nc1-c1ccncc1)N1CCCCC1	1.4	-30	-3	-2.9	-1.2	1.0	5	-1.2	-0.1	0	-0.5
COc1ccccc1CNC(=O)COc1cc(O)c2c(c1)OC(C)(C)CC2=O	·	2	2	-6.2	-1.3	-0.5	3	0.4	-0.7	4	-0.8
O=C(Nc1nccs1)c1ccc(S(=O)(=O)N2CCCCC2)cc1	0.2	-3	-1	-2.0	-0.7	-2.2	2	0.7	0.4	-3	1.4
Cc1ccc(CNC(=O)c2cc3c(s2)CN(Cc2ccccc2)C3)cc1	0.5	-213	-1	-1.1	-1.5	18*	6	1.7	0.1	12	-2.1
Cc1oc(-c2cccc3ccccc23)nc1CN1CCN(c2ncnc3ccccc23)CC1	-2.5	-9	-6	-4.3	-2.3	-1.6	-10	0.5	-2.5	3	-2.2
Cc1ccccc1-n1c(SCC(=O)N2CCN(c3ccccn3)CC2)nnc1N1CCOCC1	1.0	-2	-4	-0.1	-1.1	0.7	-1	1.7	-0.2	7	-1.6
COc1ccc(C(=O)Nc2nc(C)c(C(=O)N(C)C)s2)cc1OC	2.6	-7	2	3.7	-1.1	-0.2	-1	0.2	1.0	-2	1.9
Cc1ccc(S(=O)(=O)NCCc2cc3ccc(C)c(C)c3[nH]c2=O)cc1	1.3	-3	1	1.1	-0.8	0.5	1	-1.7	-0.4	11	0.7
O=C(c1ccccc1)c1c[nH]cc1-c1ccccc1	0.0	5	-1	0.4	-1.2	-1.4	0	0.1	0.0	-6	-0.3
COc1ccc(CCNS(=O)(=O)CCNC(=O)c2ccc3c(c2)OCO3)cc1	0.3	-4	-1	-2.4	-0.7	1.5	4	-1.5	-0.3	5	-0.2
COc1ccc(CNC(=O)C[C@H]2C[C@H](C(=O)N3CCOCC3)[C@@]3(CCC4CCCC4)c4[nH]c5cc(-c6ccco6)ccc5c4CCN3C2=O)cc1OC	-1.4	-358	-5	-2.8	-1.4	0.6	-19	0.4	-0.2	-5	-2.6
O=C(COC(=O)c1ccc2c(=O)n3c(nc2c1)CCC3)NC1CCS(=O)(=O)C1 (stereo not drawn)	-0.2	-38	2	-0.9	-1.8	-0.2	-3	-1.2	0.6	-6	0.8
CCOC(=O)Cc1[nH]nc2c1C(C1C=CCCC1)C(C#N)=C(N)O2 (stereo not drawn)	0.1	-2	2	1.9	-1.4	1.3	-5	-1.7	-0.4	-1	0.5
COc1ccc(OCCSc2nnc3sc4ccccc4n23)cc1	2.8	-2	6	6.0	-1.0	-2.2	-9	0.8	0.1	4	-0.1
CC1Cc2c([nH]c3ccccc23)C(=O)N1 (stereo not drawn)	-0.7	-16	-2	2.8	-0.8	-0.1	-2	-0.6	-0.6	-5	-2.0
COC(=O)c1cc(C(=O)CC(C)C)c[nH]1	-1.2	-4	1	-2.1	-1.1	1.7	1	0.6	-0.9	4	-2.3

Rows are unselected (roughly 7% active in at least one column).
